Epigenetic derep: epigenetic control regulation, reporter derepression; Potency, µM (titrated, usually from 53.9 µM), inactives show at the top dose GFP activation, usual class: activators; 280,000 tested, 0.2% active; murine LDR cells, GFP reporter derepression, 30 h; further: potency means the concentration at half of the fitted maximal effect; % of control where 0% means no effect; nearly all actives have a fitted effect of over 60% in size
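Derepression of a silenced CMV-GFP reporter in murine LDR cells is scored by enumerating GFP-positive cells with a laser-scanning microplate cytometer after 30 hours of treatment at 37 C.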
Luc counter: counter-screen: inhibitors of Kinase-Glo firefly luciferase. Q27757. Kinase-Glo luciferase, ATP luminescence, 8 min. Potency, µM (doses to about 38.3 µM), for inactives: at the top dose activity change, negative = inhibition, actives largely listed as inhibitors. 200,000 tested, 0.28% active; further: potency means the concentration at half of the fitted maximal effect; on the % scale 0 is the no-effect control and ±100 the full control effect; nearly all actives have a fitted effect of over 60% in size
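Substrate mix (final 50 mM imidazole pH 7.2, 50 mM KCl, 7 mM MgCl2, 10 uM ATP, 0.01% Tween 20, 0.05% BSA) plus pin-tool compound, then Kinase-Glo detection mix; 8 min ambient, luminescence read.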
IMPase Li cell: IMPase inhibition in cells with lithium potentiation. CHO-M1 cells, IP1 TR-FRET (IP-One), carbachol + lithium. Potency, µM (series often up to 59.4 µM), for inactives: at the top dose activity, negative = IMPase inhibition, most hits filed as inhibitors. 210,000 tested, 0.35% active. AID 1457;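 further: IP1 builds up when IMPase is blocked and the TR-FRET signal falls; potency means the concentration at half of the fitted maximal effect; plate controls were basal vehicle for no effect and high inhibitor control for full effect; nearly all actives have a fitted effect of over 50% in size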
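Readout is a homogeneous TR-FRET IP1 immunoassay (Ex 320, Em 665 and 620), where raised cytosolic IP1 lowers signal. Cells were CHO-M1 treated 30 min at 37C with test compounds plus a little lithium; AC50 values came from Hill-equation fitting.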
NPSR antagonist: neuropeptide S receptor (human) antagonism, cAMP; Q6W5P4; CHO-NPSR cells, cAMP TR-FRET, antagonist mode; Potency, µM (highest dose often 38.3 µM), without a hit: at the highest dose activity change, negative = inhibition, usual class: inhibitors; 220,000 tested, 1% active; AID 1461; further: potency means the concentration at half of the fitted maximal effect; on the % scale 0 is the no-effect control and ±100 the full control effect; nearly all actives have a fitted effect of over 50% in size; many of its hits are not listed in these tables
Target sequence (Q6W5P4 whole entry, looked up): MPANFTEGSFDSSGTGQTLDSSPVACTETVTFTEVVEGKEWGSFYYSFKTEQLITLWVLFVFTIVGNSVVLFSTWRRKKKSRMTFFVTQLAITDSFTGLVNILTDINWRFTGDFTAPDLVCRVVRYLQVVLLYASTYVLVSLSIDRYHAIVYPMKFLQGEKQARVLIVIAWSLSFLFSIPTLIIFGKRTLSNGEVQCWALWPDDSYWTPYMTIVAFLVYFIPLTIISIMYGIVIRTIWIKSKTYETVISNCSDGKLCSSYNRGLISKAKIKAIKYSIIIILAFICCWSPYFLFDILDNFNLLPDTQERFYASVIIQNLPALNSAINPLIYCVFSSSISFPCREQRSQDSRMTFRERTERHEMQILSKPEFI
HTT aggregate: inhibitors of mutant huntingtin aggregate formation in PC12 cells. 220,000 tested, 1.1% active. AID 1688. Potency, µM (series often up to 46.1 µM), without a hit: at the top dose activity change, negative = inhibition, most hits filed as inhibitors. PC12 HttQ103-GFP aggregates, Acumen cytometry, 40 h; further: potency means the concentration at half of the fitted maximal effect; on the % scale 0 is the no-effect control and ±100 the full control effect; nearly all actives have a fitted effect of over 60% in size
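PC12 cells with ecdysone-inducible HTT exon1 Q103-GFP, induced by 100 nM tebufenozide, given compounds in a concentration series. GFP aggregates (1–25 um, 6 SD above background) counted in lysates by laser-scanning cytometry, 488 nm excitation.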
Lamin A splicing: LMNA splicing modulation | HeLa LMNA splicing GFP/RFP minigene ratio, 48 h | Potency, µM (highest dose often 46.1 µM), inactives show top-dose ratio change, negative = inhibition, usual class: inhibitors | 200,000 tested, 0.01% active | AID 1487; active means well fitted inhibition curve with a large enough effect in the signal ratio, with a control signal flat, not every such curve was filed as active; inconclusive means small, poorly fitted or top-dose-only effect, or effect the other way, or a change in a side signal; the % refers to the signal ratio; further: potency means the concentration at half of the fitted maximal effect; on the % scale 0 is the no-effect control and ±100 the full control effect
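S3 HeLa stable clones carrying a lamin A-EGFP splicing minigene plus DsRed2 were seeded at 600 cells/well in Opti-MEM with 2% FBS, pin-dosed and incubated 48 h at 37°C. Acumen cytometry (488 nm) gave the GFP/RFP total-intensity ratio.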
CBFb-RUNX1 inh: CBF-beta/RUNX1 interaction disruption. AlphaScreen CBFb-His/RUNX1-biotin binding, biochemical. Potency, µM (series often up to 59.8 µM), for the others: top-dose activity, negative = inhibition, hits mostly inhibitors. 230,000 tested, under 10 active. Q01196+Q13951; further: % of control where 0% means no effect
Target sequence (Q01196 whole entry, looked up): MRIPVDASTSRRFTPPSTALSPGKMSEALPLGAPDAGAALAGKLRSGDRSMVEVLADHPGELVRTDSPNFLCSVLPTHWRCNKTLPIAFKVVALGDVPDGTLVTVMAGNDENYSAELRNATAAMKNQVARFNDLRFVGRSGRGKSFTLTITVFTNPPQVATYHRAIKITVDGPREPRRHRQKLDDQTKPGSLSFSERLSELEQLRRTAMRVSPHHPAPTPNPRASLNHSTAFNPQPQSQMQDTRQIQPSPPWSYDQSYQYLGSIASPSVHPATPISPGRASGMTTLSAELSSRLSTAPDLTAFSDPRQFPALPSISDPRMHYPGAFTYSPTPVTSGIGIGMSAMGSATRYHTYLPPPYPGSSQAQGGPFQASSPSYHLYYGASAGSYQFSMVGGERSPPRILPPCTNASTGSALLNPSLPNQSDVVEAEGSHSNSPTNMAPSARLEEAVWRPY
Target sequence (Q13951 whole entry, looked up): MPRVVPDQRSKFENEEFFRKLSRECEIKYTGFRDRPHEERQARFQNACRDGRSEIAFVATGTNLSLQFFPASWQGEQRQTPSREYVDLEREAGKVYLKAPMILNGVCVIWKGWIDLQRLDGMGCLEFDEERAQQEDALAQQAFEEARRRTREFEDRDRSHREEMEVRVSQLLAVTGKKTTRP
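AlphaScreen proximity signal reports loss of binding between His-tagged CBF-beta and biotin-labelled RUNX1, each at 30 nM. Proteins are pre-associated for 20 minutes, compounds added for 15 minutes, then beads for 90 minutes, all at ambient temperature.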
* marks the source's active call; other numbers are inactive results; ? = inconclusive; / = no result given; [ ] = another dose, or the depositor's remark. Unless noted, the call rests on the fitted dose curve; in most records, active means well fitted curve in the direction sought with a large enough effect; inconclusive means small, poorly fitted or top-dose-only effect, or another doubt; inactive means no such curve, though single readings can be large; an effect the other way counts as inactive or inconclusive. An excerpt (hit frequency here may not be typical).

Compound | Epigenetic derep | Luc counter | IMPase Li cell | NPSR antagonist | HTT aggregate | Lamin A splicing | CBFb-RUNX1 inh
COc1ccc(Cc2nnc(NC(=O)c3ccco3)s2)cc1 | -1.5% | -4% | -22%[38.3 µM] | -8%[46.1 µM] | 10% | -6% | -5%
CCN(CC)CCN1C(=O)C(=O)/C(=C(/O)c2c(C)[nH]c(C(=O)OC)c2C)C1c1ccccc1 (configuration not stated) | -1.0% | -2% | 17%[38.3 µM] | -17%[46.1 µM] | ? | 2% | 3%
CC(C)CCN(C(=O)CNC(=O)c1ccco1)C(C(=O)NC1CCCCC1)c1ccco1 (configuration not stated) | -1.0% | 0% | 1%[38.3 µM] | -14%[46.1 µM] | 8% | 0% | 2%
CC1CN(S(=O)(=O)c2cccc(C(=O)OCC(=O)c3cccs3)c2)CC(C)O1 (configuration not stated) | 0.0% | -3% | 23%[38.3 µM] | -7%[46.1 µM] | 14% | 0% | 0%
CCCCNC1=CC(=O)C(=O)c2ccccc21 | 1.1% | -5% | 11% | 8% | -7%[9.22 µM] | / | 9%
O=C(Nc1ccccc1N1CCCCC1)c1ccc(-c2cccc(Cl)c2)o1 | -1.9% | -3% | -1% | -17% | -21% | ? | -10%
CCOCCOC(=O)C1=C(C)N(C)C(=O)NC1c1ccccc1Cl (configuration not stated) | -0.7% | -3% | -1%[38.3 µM] | 3%[46.1 µM] | 22% | 6% | -12%
C=CCSC1=NC(=O)/C(=C/c2cccs2)S1 | -1.9% | -2% | -5% | -27% | -5% | ? | -4%
O=C(O)c1cc(S(=O)(=O)Nc2ccc3c(c2)OCCO3)c(Cl)cc1Cl | -0.8% | -3% | 24%[38.3 µM] | -23%[46.1 µM] | -8% | -6% | 7%
O=C(c1ccc(Br)o1)N(c1ccccn1)C1CCCCC1 | 0.0% | 0% | 7% | 7% | 1% | -7% | 8%
COc1cc(C(=O)NNC(=O)c2ccc(S(=O)(=O)N3CCCCC3)cc2)cc(OC)c1OC | 1.5% | 1% | 3% | 6% | 17% | -15% | 0%
Cc1ccc(C(=O)OCC(=O)NCCC2=CCCCC2)cc1N | -0.7% | 2% | 6% | 4% | -10% | / | 8%
O=c1cc(CN2CCN(S(=O)(=O)c3ccc4c(c3)OCCO4)CC2)c2ccc(O)cc2o1 | -0.7% | -2% | 18%[38.3 µM] | -19%[46.1 µM] | 14% | -19% | -5%
COc1ccc(N(C(=O)c2cc3ccccc3oc2=O)C2C=CS(=O)(=O)C2)c(OC)c1 (configuration not stated) | -1.0% | 4% | 3% | -5% | -25% | / | 22%
O=C(COC(=O)Cn1cnc2ccccc21)NCCc1ccc(Cl)cc1 | -1.0% | -4% | 19%[38.3 µM] | -4%[46.1 µM] | 8% | 3% | 5%
Fc1ccc(CSc2nnc(-c3ccncc3)o2)cc1 | -1.3% | 1% | -4% | 11% | ? | ? | 3%
COc1cc(S(=O)(=O)N2CCCCC2)c(OC)cc1Br | -0.1% | 2% | 6% | -5% | -22%[9.22 µM] | / | -2%
CCSc1nc(O)cc(=O)[nH]1 | 2.1% | / | / | 21% | 5%[9.22 µM] | / | 6%
Cc1ccc(Cl)cc1N(CC(=O)N1CCCCCC1)S(C)(=O)=O | -2.1% | 2% | 12%[38.3 µM] | -6%[46.1 µM] | -1% | 4% | 3%
COC(=O)CN(c1ccc(OC)cc1)S(=O)(=O)c1c(C)noc1C | -1.2% | -2% | 1%[38.3 µM] | -4%[46.1 µM] | ? | 14% | -6%
Cn1c(NCCO)nc2c(c1=O)C1(CCCCC1)Cc1ccccc1-2 | 0.0% | -5% | 7%[38.3 µM] | 3%[46.1 µM] | 14% | 9% | -11%
O=[N+]([O-])c1ccc(NCCNS(=O)(=O)c2ccccc2)c(C(F)(F)F)c1 | -0.9% | 1% | 15%[38.3 µM] | -14%[46.1 µM] | 1% | -7%[0.0737 µM] | 1%
O=C(c1ccco1)N1CCN(S(=O)(=O)c2ccc3[nH]c(=O)oc3c2)CC1 | 2.3% | -1% | 0%[38.3 µM] | -12%[46.1 µM] | 10% | 2% | 1%
CCOC(=O)CN(c1ccccn1)S(=O)(=O)c1ccccc1 | -0.3% | -1% | -5%[38.3 µM] | -7%[46.1 µM] | -3% | 7% | -2%
CC(C)(C)NC(=O)CSc1nncn1NCc1ccccc1 | -1.0% | 16% | 12%[38.3 µM] | 11%[46.1 µM] | -3% | 9% | 7%
Cc1cc([N+](=O)[O-])ccc1NC(=O)Cc1ccc(F)cc1 | -1.9% | -1% | -4% | 1% | 11% | 2% | -2%
COc1ccc(OC)c(C2C(C(C)=O)=C(O)C(=O)N2c2ccc(O)cc2)c1 (configuration not stated) | 0.0% | -4% | 0%[38.3 µM] | ? | 7%[9.22 µM] | 4% | 5%
CC(=O)N1CC[n+]2c(-c3ccc([N+](=O)[O-])cc3)csc21 | -1.0% | / | / | 0% | 1%[9.22 µM] | / | -21%
Clc1ccc(-c2cc3ccccc3nc2N2CCOCC2)cc1 | -2.8% | -2% | 6% | -43% | -2% | -28%[46 µM] | ?
COC(=O)c1cc(C(=O)c2cccc(Cl)c2Cl)cn1C | -1.1% | -2% | -8%[38.3 µM] | -25%[46.1 µM] | 1% | -12% | 4%
COc1ccc(C2=NOC(C(=O)N3CCOCC3)C2)cc1OC (configuration not stated) | -1.1% | -3% | 17%[38.3 µM] | -5%[46.1 µM] | -5% | -12% | 1%
Cc1ccc(S(=O)(=O)N(C)C2(C)CCS(=O)(=O)C2)cc1 (configuration not stated) | -0.2% | 13% | -3%[38.3 µM] | -15%[46.1 µM] | 6% | -5% | -4%
Cc1csc(Nc2cccc3ccccc23)n1 | -0.2% | -1% | 3% | -24% | 10% | -6%[9.22 µM] | 1%
CCN1CC=C2C(C#N)=C(N)C(C#N)(C#N)C(CCc3ccccc3)C2C1 (configuration not stated) | -1.6% | 10% | -9%[38.3 µM] | -9%[7.67 µM] | 13% | 6% | 1%
O=C(NCCc1ccc(Cl)cc1)c1cnc2n(c1=O)CCS2 | 0.0% | 3% | 19%[38.3 µM] | -3%[46.1 µM] | -21% | ? | 3%
Cn1c(=O)[nH]c(=O)c2c1nc(CN1CCN(c3cccc(Cl)c3)CC1)n2CCN1CCOCC1 | -2.6% | -3% | 2%[38.3 µM] | -9%[46.1 µM] | 14% | 1% | 1%
CCSCc1nnc(SCC(=O)Nc2nc3ccccc3s2)n1C | 3.1% | 3% | 12%[38.3 µM] | -2%[46.1 µM] | 10% | 3% | -2%
O=[N+]([O-])c1cc(-c2cnc3ccccc3n2)ccc1Oc1ccc(Br)cc1 | 2.9% | 4% | 8%[38.3 µM] | -12%[46.1 µM] | -21% | 8% | -7%
COc1ccc(-c2nc3cnccn3c2Nc2ccc(C)cc2)cc1 | 0.8% | 4% | 30%[38.3 µM] | ? | 9% | -20% | 16%
O=C(Nc1nnc(-c2cccs2)o1)C1CC1 | -1.2% | / | -2% | -20% | 5%[9.22 µM] | / | 12%
CC(=O)Nc1cccc(NC(=O)CSc2nnc(Cc3cccn3C)n2-c2ccc(C)cc2)c1 | -0.3% | / | / | -20%[46.1 µM] | -11% | -8% | -19%
COc1ccccc1C1=NOC(Cn2c(NCCCO)nc3c2c(=O)n(C)c(=O)n3C)C1 (configuration not stated) | 1.9% | / | / | -8% | 1%[9.22 µM] | / | 13%
CCN(C(=O)c1cnc(OC)cc1C(F)(F)F)c1ccc(Cl)cc1Cl | 1.6% | / | / | 47% | 11%[9.22 µM] | / | -3%
O=C(Cc1ccccc1)NCc1ccc(-n2cccc2)cc1 | 4.8% | 2% | -5% | 5% | -10% | / | 0%
COc1ccc(CCN(Cc2cccs2)S(=O)(=O)c2ccc(-n3cnnn3)c(OC)c2)cc1OC | -0.1% | 1% | 61%[activator][38.3 µM] | -18%[46.1 µM] | -7% | 6% | -2%
O=S(=O)(/N=C/c1c(O)ccc2ccccc12)c1cccs1 | -2.6% | 0% | 15%[38.3 µM] | -2%[46.1 µM] | 3% | -10% | -6%
COC(=O)[C@@]1(Cc2ccc(OC)cc2)[C@H]2c3cc(C(=O)N4CCCC4)n(CCc4ccccn4)c3C[C@H]2CN1C(=O)c1ccccc1 | 0.0% | -2% | 5% | / | / | / | 8%
Cc1ccc(C(=O)Nc2cccc3ncccc23)cc1[N+](=O)[O-] | 0.0% | -3% | 11% | 13% | 11% | 1%[46 µM] | 4%
Cc1oc(S(=O)(=O)N2CCOCC2)cc1C(=O)Nc1ccc(Cl)cc1 | -1.0% | / | / | 2% | 1%[9.22 µM] | / | 3%
Cc1ccn2cc(CCNS(=O)(=O)c3ccc(F)c(C(F)(F)F)c3)nc2c1 | -0.8% | 0% | 35%[activator][38.3 µM] | 1%[46.1 µM] | 2% | -8% | 10%
CCOc1cccc(NC(=O)c2ccc(S(=O)(=O)N(C)C)cc2)c1 | 0.0% | 4% | 19%[38.3 µM] | -11%[46.1 µM] | -13% | -8% | 7%
COC(=O)C(NC(=O)c1ccc(Cl)cc1)(Nc1nc(C)cs1)C(F)(F)F (configuration not stated) | 0.0% | -3% | 12%[38.3 µM] | -22%[46.1 µM] | -5% | 5% | -5%
O=C(Nc1ccc2c(c1)OCCO2)c1ccc2nccnc2c1 | 0.7% | ? | 4%[38.3 µM] | -10%[46.1 µM] | -14% | -3% | -2%
Cc1cccc(NC(=O)C2=C(O)c3ccccc3N(C)S2(=O)=O)c1 | -0.9% | 3% | -10% | -15%[46.1 µM] | -14% | -13% | 10%
CC[C@@H]1C(c2ccc(F)cc2)=NN(c2ccccc2)[C@H]1C(=O)N1CCOC1=O | -1.4% | 2%[39.9 µM] | 4% | / | / | / | ?
CCOc1ccc(S(=O)(=O)NCCC(=O)OCC(=O)Nc2cc(C)on2)cc1 | -1.8% | / | / | 8% | -34%[9.22 µM] | / | -5%

An excerpt from above in order of number of heavy atoms, largest number first.
Compound | Epigenetic derep | Luc counter | IMPase Li cell | NPSR antagonist | HTT aggregate | Lamin A splicing | CBFb-RUNX1 inh
Cc1oc(S(=O)(=O)N2CCOCC2)cc1C(=O)Nc1ccc(Cl)cc1 | -1.0% | / | / | 2% | 1%[9.22 µM] | / | 3%
Cc1cccc(NC(=O)C2=C(O)c3ccccc3N(C)S2(=O)=O)c1 | -0.9% | 3% | -10% | -15%[46.1 µM] | -14% | -13% | 10%
O=S(=O)(/N=C/c1c(O)ccc2ccccc12)c1cccs1 | -2.6% | 0% | 15%[38.3 µM] | -2%[46.1 µM] | 3% | -10% | -6%

Screens as filed in PubChem.
